CHRM5 antagonist: human M5 muscarinic receptor antagonists, primary screen, CHO cells, Fluo-8 calcium fluorescence; AID 624040, 2012; CHO-hM5 cells, ACh EC80; 0.59% of 360,000 active; Muscarinic acetylcholine receptor M5 (Homo sapiens), P08912; inhibition, % at 3 µM;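 active = inhibition above a per-plate cutoff, the mean of that plate's test compounds plus 3 SD, cut at about 27% in these data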;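 note: 0% = acetylcholine EC80 with DMSO and 100% = DMSO without agonist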
Target sequence (P08912 whole entry, looked up): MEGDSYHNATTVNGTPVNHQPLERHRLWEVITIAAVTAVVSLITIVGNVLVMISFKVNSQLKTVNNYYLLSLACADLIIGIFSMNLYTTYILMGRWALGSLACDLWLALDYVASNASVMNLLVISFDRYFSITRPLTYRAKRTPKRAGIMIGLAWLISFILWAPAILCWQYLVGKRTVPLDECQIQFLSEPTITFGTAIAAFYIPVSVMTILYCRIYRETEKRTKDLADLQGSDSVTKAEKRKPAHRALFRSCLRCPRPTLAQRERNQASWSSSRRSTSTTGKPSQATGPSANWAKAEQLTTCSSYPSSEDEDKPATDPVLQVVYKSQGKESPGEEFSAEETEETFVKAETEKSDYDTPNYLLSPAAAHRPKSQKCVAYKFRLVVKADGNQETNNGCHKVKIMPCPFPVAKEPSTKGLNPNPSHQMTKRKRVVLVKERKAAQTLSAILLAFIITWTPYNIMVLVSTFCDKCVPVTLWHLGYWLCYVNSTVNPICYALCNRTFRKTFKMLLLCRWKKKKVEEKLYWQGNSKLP
CHRM4 antagonist: human M4 muscarinic receptor antagonists, primary screen, CHO cells, Fluo-8 calcium fluorescence; CHO-hM4 cells, ACh EC80; inhibition, % at 3 µM; AID 624125, 2012; 0.73% of 360,000 active;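 active = inhibition above its plate's cutoff, the mean inhibition of sample wells plus 3 SD, cut at about 27% in these data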;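 note: 0% = acetylcholine EC80 with DMSO and 100% = DMSO without agonist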
Target sequence (P08173 whole entry, looked up): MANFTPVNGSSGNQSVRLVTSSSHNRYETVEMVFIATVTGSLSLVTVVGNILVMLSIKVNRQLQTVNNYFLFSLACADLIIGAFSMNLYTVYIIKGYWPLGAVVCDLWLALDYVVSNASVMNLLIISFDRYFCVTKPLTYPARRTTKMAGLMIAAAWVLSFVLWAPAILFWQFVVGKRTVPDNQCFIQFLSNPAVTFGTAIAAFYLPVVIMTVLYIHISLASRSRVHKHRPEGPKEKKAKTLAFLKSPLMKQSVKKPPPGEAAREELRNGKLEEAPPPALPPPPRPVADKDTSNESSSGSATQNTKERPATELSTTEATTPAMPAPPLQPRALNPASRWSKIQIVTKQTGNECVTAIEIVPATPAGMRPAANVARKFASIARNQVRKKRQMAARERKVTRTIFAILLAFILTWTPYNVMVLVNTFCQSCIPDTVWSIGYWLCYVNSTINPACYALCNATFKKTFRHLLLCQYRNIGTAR
CHRM5 PAM: human M5 muscarinic receptor positive allosteric modulators, primary screen, CHO-K1 cells, Fluo-8 calcium fluorescence; activation, % at 3 µM; Muscarinic acetylcholine receptor M5 (Homo sapiens), P08912; 0.3% of 360,000 active; CHO-K1 hM5, ACh EC20 PAM; 0% = ACh EC20, 100% = ACh EC100;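 active = activation above the run cutoff, the mean activation of all test compounds plus 3 SD, cut at about 18% in these data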
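Measured by: Fluo-8 calcium fluorescence; material: human M5 receptor in CHO-K1 cells; schedule: Post-acetylcholine fluorescence recording 140 s; benchmarks: low control EC20 acetylcholine (0%), high control EC100 acetylcholine (100%); read-out: Max/basal fluorescence ratio as % of EC20–EC100 ACh window; compound: single dose, 3 µM nominal final test concentration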
CHRM4 agonist: human M4 muscarinic receptor agonists, primary screen, CHO-K1 cells, Fluo-8 calcium fluorescence; Muscarinic acetylcholine receptor M4 (Homo sapiens), P08173; CHO-K1 hM4/Gqi5; vehicle 0%, full acetylcholine response 100%; activation, % at 3 µM; 0.14% of 360,000 active; AID 624127, 2012;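 active = activation above the run mean over all test wells plus 3 SD, cut at about 32% in these data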;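 note: peak over basal fluorescence ratio per well then scaled between controls; 0% = DMSO wells and 100% = acetylcholine at EC100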
M1 PAM: human M1 muscarinic receptor positive allosteric modulators, primary screen, CHO-K1 cells, Fluo-8 calcium fluorescence, 1536-well; Muscarinic acetylcholine receptor M1 (Homo sapiens), P11229; CHO-K1 hM1, ACh EC20; 0% = ACh EC20, 100% = maximal ACh; activation, % at 3 µM; 0.088% of 360,000 active; AID 588819, 2011; in the data active = activation above about 19%, passing the limit was not always enough
CRFR2-BP antag: antagonists of CRF-BP/CRF-R2 complex, primary screen, cell-based, HEK293, calcium dye fluorescence, uHTS. CRF-induced calcium fluorescence. inhibition, % at 11.8 µM. 0.59% of 350,000 active. AID 588475, 2011;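 active = inhibition of the ligand-induced calcium signal above about 50% at the single tested concentration, limit read from the data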
CRFBP-R2 agonist: agonists of CRF-BP/CRF-R2 complex, primary screen, cell-based, HEK293, calcium dye fluorescence, uHTS; calcium dye fluorescence (FLIPR); percent of saturating CRF peptide response; activation, % at 13.2 µM; 0.46% of 350,000 active; AID 588473, 2011;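 active = activation of at least 50%, plus an integration ratio under a set limit after plate pattern correction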;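 note: plate controls were neutral control wells without compound for no effect and CRF at EC100 for full effect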
M4 PAM: human M4 muscarinic receptor positive allosteric modulators, primary screen, CHO-K1 cells, Fluo-8 calcium fluorescence | CHO-K1 hM4/Gqi5, ACh EC20; 0% = ACh EC20, 100% = maximal ACh | activation, % at 3 µM | 0.4% of 360,000 active;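 active = activation above its plate's cutoff, the mean activation of sample wells plus 3 SD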; note: some results filed as inactive read as strong as hits
M5 ag: human M5 muscarinic receptor agonists, primary screen, CHO-K1 cells, Fluo-8 calcium fluorescence; Muscarinic acetylcholine receptor M5 (Homo sapiens), P08912; CHO-K1 hM5 cells; 0% DMSO wells, 100% maximal acetylcholine response; activation, % at 3 µM; 0.19% of 360,000 active; AID 624037, 2012;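 active = activation above the run's mean over test compounds plus 3 SD, cut at about 23% in these data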;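 note: signal is peak over basal fluorescence ratio across the kinetic read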
Active calls of the source: *. Random draw from the library; about 2.6% have a hit in one of these screens.

Second line of a record – M4 PAM, CHRM4 antagonist, CRFBP-R2 agonist, M1 PAM, M5 ag, CHRM5 PAM, CHRM5 antagonist, CHRM4 agonist, CRFR2-BP antag
CCCN(Cc1cc2cc(C)ccc2[nH]c1=O)C(=O)c1ccccn1
    -3, 8, -5.7, 6, 3, 2, 0, 1, 4
CCOc1ccc(NC(=O)/C=C/c2ccc(OC)cc2)c([N+](=O)[O-])c1
    1, 8, 0.5, 5, -2, -6, 6, 2, -9
O=C(c1cccnc1)N(Cc1ccccc1)C(=O)c1cccnc1
    5, -3, 5.2, 6, -10, 4, 9, 2, 5
COc1ccc(S(=O)(=O)N2CCOC2CNC(=O)C(=O)NCc2ccccc2Cl)cc1 (configuration not stated)
    -3, -1, -1.3, 1, -1, -8, 18, 1, 1
CCc1ccc(N2CCN(CCNC(=O)Nc3ccccc3)CC2)cc1
    -7, -6, 0.6, 4, -2, -5, 5, 3, -6
O=C(COC(=O)c1ccc([N+](=O)[O-])o1)NCCc1ccccc1
    3, 11, 0.6, -1, 6, -8, -2, 1, 8
COc1cc(NS(=O)(=O)c2cc(NC(C)=O)ccc2OC)c(OC)cc1NC(=O)c1ccccc1
    2, 0, -0.9, 7, 0, 2, 6, -1, -4
C[C@@H]1COC(=O)[C@@H](CC(=O)OC(C)(C)C)C/C=C\C[C@@H](CC(=O)N[C@H](CO)Cc2ccccc2)C(=O)N1
    2, -3, -0.2, 5, 4, 3, 1, 2, 5
CC(=O)c1cc(CN2CCCCC2)cc(OC(C)C)c1
    -2, -2, -1.5, -1, -4, -1, -2, 0, -4
CC1=NNC(=O)C1CC(=O)N/N=C/c1cccs1 (configuration not stated)
    24, -7, 0.3, 17, 6, 18, -16, 1, -22
CC(=O)c1c(C)[nH]c(C(=O)COC(=O)c2ccc(C)s2)c1C
    -5, -7, 0.0, -11, 7, -12, 12, 10, 4
CN1CCc2c(sc3nc(SCC(=O)N4CCOCC4)nc(N)c23)C1
    11, -11, 1.3, 9, 0, 6, -7, 2, 13
Cc1csc(NC(=O)C2CCN(S(=O)(=O)c3ccc4c(c3)oc(=O)n4C)CC2)n1
    1, -15, 0.0, 3, 2, -4, 0, 7, 5
CC(=O)NS(=O)(=O)c1cccnc1Nc1cccc(Cl)c1C
    1, -2, -2.0, 5, -1, -3, -4, 0, 0
CCN(c1ccccc1)S(=O)(=O)c1ccc(C(=O)Nc2cccc(NC(C)=O)c2)cc1
    -6, -6, 0.9, 3, 4, -12, 13, 13, -2
COc1cccc(C(C(=O)NC(C)(C)C)N(CC(C)C)C(=O)CCC(=O)Nc2cc(C)on2)c1OC (configuration not stated)
    -1, -5, -4.8, 3, 0, 5, -4, 0, 3
O=C(NCCc1ccccc1)C1CCC(CNS(=O)(=O)c2cccs2)CC1 (configuration not stated)
    0, 2, -1.8, 16, 1, 3, 1, 5, -8
CC(OC(=O)Nc1ccccc1)C(=O)OC1CCCCC1 (configuration not stated)
    5, -11, 0.2, 11, -6, -3, 15, -1, 18
OC(COCC1COc2ccccc2O1)CN1CCCCC1 (configuration not stated)
    -4, -1, -1.2, -6, -3, -1, 9, 1, 0
COCCNC(=O)c1ccc(-n2c(SCc3ccncc3)nc3ccccc3c2=O)cc1
    4, 0, 0.2, 4, -3, -2, 6, 3, -3
O=C(O)c1ccccc1-c1ccccc1C(=O)Nc1ccccc1
    10, 2, 0.6, 6, -1, -1, -2, 0, -3
Cc1cc(N2CCOCC2)cc(C)[n+]1[O-]
    0, -4, -0.5, 11, 1, 2, 0, 1, -7
Cc1ccccc1-n1nnnc1SC(C)C(=O)NC1CCCc2ccccc21 (configuration not stated)
    6, 3, -2.0, 4, -3, -3, 7, 2, 20
O=C(O)Cc1sc(Nc2cccc3ccccc23)nc1-c1ccccc1
    -1, 5, -1.1, -1, -1, -8, 14, 2, -11
CC1(C)CC(=O)c2cc(OCC(=O)N3CCOCC3)ccc2O1
    1, 7, 3.0, 13, 2, 3, 2, 0, -5
CC(C)n1c(SCC(=O)Nc2nc3c(s2)CCCC3)nc2c1c(=O)n(C)c(=O)n2C
    -11, 1, -1.6, -8, -4, -12, 6, 9, -1
COc1ccccc1CNC(=O)COC(=O)c1cccc(-n2cnnn2)c1
    4, -23, 3.5, 0, 0, -2, -3, 8, -6
COC(=O)C1=C(C)N(C)C(=O)NC1c1cc(Cl)cc(Cl)c1OC (configuration not stated)
    -4, 7, -7.4, 2, -4, 0, 8, -2, -15
CC(C)N(CCCNC(=O)Cn1c(=O)c2cccn2c2ccccc21)Cc1ccccc1
    2, -9, -0.3, 1, -8, 1, -2, 4, 14
COc1ccc(NC(=O)c2cc3c(=O)n(C)c4ccccc4c3s2)cc1OC
    -4, 3, -0.1, -1, 0, 2, 7, 1, 16

Continuation.
Second line of a record – M4 PAM, CHRM4 antagonist, CRFBP-R2 agonist, M1 PAM, M5 ag, CHRM5 PAM, CHRM5 antagonist, CHRM4 agonist, CRFR2-BP antag
CCn1c(Cc2c(C)[nH]c3ccccc23)n[nH]c1=S
    -6, 4, -1.0, 8, 3, 1, 0, 2, 6
O=S(=O)(Nc1ccccc1F)c1ccc(Cl)nc1
    1, 3, 0.1, 4, 0, 8, -2, 0, -5
CC(=O)C1=C(O)C(=O)N(c2ccc(S(=O)(=O)Nc3nccs3)cc2)C1c1ccc(F)cc1 (configuration not stated)
    0, -1, 1.0, 9, 5, 4, 8, 0, -9
O=C(N/N=C/c1cc(Br)c(O)c(Br)c1)c1cccnc1
    -2, 5, -0.5, -2, 0, -3, 4, 0, -4
CC(=O)N1CCc2cc(NC(=O)c3ccc(C)cc3)ccc21
    3, -6, -2.2, 2, 2, -1, -5, 1, -1
COc1ccc(CC(=O)Nc2nc(C)cs2)cc1
    -1, 6, -0.6, 4, 1, 6, -3, 1, 5
Cc1ccc(-c2cc(-c3cccs3)[nH]n2)c(O)c1
    21, -18, 0.0, 6, 0, 3, 2, 3, -7
COc1cc(C(=O)N2CCN(CC(O)COc3ccccc3)CC2)cc(OC)c1OC (configuration not stated)
    -3, -1, 0.9, 5, 1, 0, 9, 1, 6
CC(C(=O)N1c2ccccc2Sc2ccccc21)n1nnc(-c2cccs2)n1 (configuration not stated)
    -7, 9, 0.5, -9, -4, -14, 5, 2, 9
COc1cc(NC(=O)COC(=O)c2ccc(C)c(S(=O)(=O)N3CCCCC3)c2)c(C)cc1[N+](=O)[O-]
    -16, 3, -1.0, 0, -2, -9, 7, 2, -1
Brc1ccc(CN2CCSCC2)cc1
    5, 1, -2.4, 7, 0, 1, 4, 1, -15
O=C(N/N=C/c1cccnc1)c1cc(C2CC2)nc2ccccc12
    3, -8, 0.8, 10, -2, 3, 1, 1, 0
CCCCc1c(O)nc(SCC(=O)Nc2cccc3ccccc23)n(-c2ccccc2OC)c1=O
    4, 0, -0.9, 8, -4, -3, 10, 0, -4
O=S(=O)(NC1CCCCC1)c1cccc(-c2nnc(-c3ccccc3)o2)c1
    3, 18, -1.1, -6, -1, -13, 13, 4, 18
Cc1cccc(OCCn2c(=O)n(C)c3ccccc32)c1
    -3, 0, -1.5, 0, -3, 6, 3, 0, 9
CCN(CC)S(=O)(=O)c1ccc(C)c(NC(=S)Nc2cccc(S(=O)(=O)N3CCCCCC3)c2)c1
    -8, 6, 0.3, -2, 1, -5, 3, 2, -16
COc1ccc(Cn2nnnc2C(c2ccc(N(C)C)cc2)N2CCC(C(N)=O)CC2)cc1 (configuration not stated)
    1, -1, 0.9, 14, 0, 4, -9, 0, 1
O=C(NCCc1ccccc1)c1ccc(-c2ccc(F)cc2)o1
    -1, -17, 0.2, 10, -5, 0, 11, 4, 3
COc1ccc(C2=NN(C(=O)c3ccc(Cl)c([N+](=O)[O-])c3)C(c3ccccc3)C2)cc1 (configuration not stated)
    4, 7, 12, 6, 1, 6, -3, 0, -29
CN1/C(=C\C(=S)NC(=O)c2cccc(Br)c2)C(C)(C)c2ccccc21
    -12, 5, 10, -7, -5, -6, 9, 0, -34
COc1ccc(CN2CCN(Cc3ccco3)CC2)c(OC)c1
    -8, -6, 1.4, -2, 2, -19, 11, 15, 3
CC1=C(C(=O)OCC(C)C)C(c2cc3c(cc2Br)OCO3)NC(=O)N1C (configuration not stated)
    2, 3, -0.2, 8, -8, 4, -2, -2, 5
S=C(NCCc1ccccc1)N1CCOCC1
    0, -15, -0.8, 11, -3, -1, 0, 1, -10
CC1=C(C(=O)Nc2ccc(C)cc2C)C(c2cccc(Cl)c2)n2nc(C(=O)OC(C)C)nc2N1 (configuration not stated)
    -6, 13, -3.6, -9, 0, -9, 15, 11, -11
O=C(CCc1nc2cccnc2n1Cc1ccccc1)N1CCOCC1
    1, -2, 0.6, 2, -5, 7, -12, 1, -28
O=S(=O)(c1ccccc1)c1nc(-c2ccco2)oc1NCCN1CCOCC1
    2, 1, -1.3, 3, -2, -1, 3, 0, 4

Retrieved one by one from the entries so far (4):
Second line of a record – M4 PAM, CHRM4 antagonist, CRFBP-R2 agonist, M1 PAM, M5 ag, CHRM5 PAM, CHRM5 antagonist, CHRM4 agonist, CRFR2-BP antag
CC(=O)N1CCc2cc(NC(=O)c3ccc(C)cc3)ccc21
    3, -6, -2.2, 2, 2, -1, -5, 1, -1
CCc1ccc(N2CCN(CCNC(=O)Nc3ccccc3)CC2)cc1
    -7, -6, 0.6, 4, -2, -5, 5, 3, -6
COc1cccc(C(C(=O)NC(C)(C)C)N(CC(C)C)C(=O)CCC(=O)Nc2cc(C)on2)c1OC (configuration not stated)
    -1, -5, -4.8, 3, 0, 5, -4, 0, 3
CCN(CC)S(=O)(=O)c1ccc(C)c(NC(=S)Nc2cccc(S(=O)(=O)N3CCCCCC3)c2)c1
    -8, 6, 0.3, -2, 1, -5, 3, 2, -16

High-throughput results as filed in PubChem BioAssay.
